High-throughput results as filed in PubChem.
PfHsp90 set2 – inhibits growth of yeast expressing Plasmodium falciparum Hsp90. S. cerevisiae expressing PfHsp90, BacTiter-Glo ATP, 48 h; yeast lacking PDR1 and PDR3 efflux regulators. inhibition, % at 9.4 µM. actives 0.32% (n = 310,000). AID 504621;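 active means every replicate shows inhibition above about 80%, whatever the replicate mean, limit read from the data; inconclusive means mean inhibition reaches the set limit but some replicate falls short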;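 further: 0% = DMSO neutral controls and 100% = 20 µM radicicol positive controls; yeast relying on Plasmodium falciparum Hsp90 in place of its own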
Rtt109 Vps75 – inhibitors of Candida albicans Rtt109/Vps75 histone acetyltransferase; Q5AAJ8; purified Rtt109/Vps75, ThioGlo CoA-SH fluorescence, 4 h; inhibition, % at 34.9 µM; actives 0.16% (n = 330,000); AID 540336;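 active means inhibition of at least 50% in every replicate; inconclusive means best replicate reaches 50% inhibition but some replicates fall short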
Target sequence (Q5AAJ8 whole entry, looked up): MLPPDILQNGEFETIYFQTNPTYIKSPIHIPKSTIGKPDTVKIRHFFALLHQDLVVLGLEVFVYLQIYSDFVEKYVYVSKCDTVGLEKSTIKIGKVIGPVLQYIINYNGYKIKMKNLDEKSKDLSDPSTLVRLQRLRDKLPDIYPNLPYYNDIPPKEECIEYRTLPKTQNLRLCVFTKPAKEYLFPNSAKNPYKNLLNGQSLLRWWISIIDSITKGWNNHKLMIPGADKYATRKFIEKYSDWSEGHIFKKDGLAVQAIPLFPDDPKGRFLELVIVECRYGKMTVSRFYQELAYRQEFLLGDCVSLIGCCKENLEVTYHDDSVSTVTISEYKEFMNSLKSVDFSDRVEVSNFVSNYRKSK
Wnt bcat act – activators of Wnt/beta-catenin signaling; Wnt/beta-catenin reporter cell assay, activator, plate reader; activation, % at 9.35 µM; actives 1.2% (n = 300,000); in the data active means activation above about 30%, passing the limit was not always enough; inconclusive means no clear call, values can overlap the other calls;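 further: 0% = neutral control wells and 100% = positive control wells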
PvdQ acylase – P. aeruginosa PvdQ acylase inhibition; purified PvdQ acylase, fluorescence plate reader; inhibition, % at 10 µM; actives 0.063% (n = 340,000); in the data active means inhibition above about 30%, passing the limit was not always enough; inconclusive means no clear call, values can overlap the other calls;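 further: 0% = vehicle neutral wells and 100% = reference inhibitor wells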
DAGLB inh – diacylglycerol lipase beta (human) inhibition; HEK293T DAGLB membrane lysate, EnzChek fluorogenic substrate; actives 0.059% (n = 340,000); Q8NCG7; inhibition, % at 5.17 µM; in the data active means inhibition above about 34%;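 further: 0% = enzyme with vehicle and 100% = wells lacking enzyme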
Target sequence (Q8NCG7 whole entry, looked up): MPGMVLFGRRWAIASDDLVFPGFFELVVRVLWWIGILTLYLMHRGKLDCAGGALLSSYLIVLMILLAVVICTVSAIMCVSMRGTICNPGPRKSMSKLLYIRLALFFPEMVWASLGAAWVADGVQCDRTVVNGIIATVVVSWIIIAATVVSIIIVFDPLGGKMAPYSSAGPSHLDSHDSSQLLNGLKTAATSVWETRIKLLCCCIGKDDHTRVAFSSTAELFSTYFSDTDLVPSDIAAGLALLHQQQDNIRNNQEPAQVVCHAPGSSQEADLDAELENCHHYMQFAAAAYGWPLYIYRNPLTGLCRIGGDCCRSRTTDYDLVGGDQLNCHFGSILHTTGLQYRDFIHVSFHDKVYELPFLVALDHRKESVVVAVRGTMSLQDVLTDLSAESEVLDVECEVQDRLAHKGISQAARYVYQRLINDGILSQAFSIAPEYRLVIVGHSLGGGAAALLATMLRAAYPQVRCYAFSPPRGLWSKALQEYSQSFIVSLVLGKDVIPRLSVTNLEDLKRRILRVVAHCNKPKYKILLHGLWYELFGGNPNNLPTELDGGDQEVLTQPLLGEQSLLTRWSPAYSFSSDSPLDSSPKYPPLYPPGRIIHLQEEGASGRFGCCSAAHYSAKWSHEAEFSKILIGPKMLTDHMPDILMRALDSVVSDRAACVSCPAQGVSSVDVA
AddAB inh – less growth of phage-infected E. coli with AddAB; E. coli expressing H. pylori AddAB, absorbance growth; inhibition, % at 11.9 µM; actives 0.29% (n = 330,000); in the data active means inhibition above about 12%;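 further: 0% = vehicle wells of infected cells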
CAL PDZ inh – inhibitors of human CAL PDZ peptide binding; Q9HD26; purified CAL PDZ, TMR-peptide fluorescence polarization, 1 h; inhibition, % at 20 µM; actives 0.02% (n = 330,000);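 active means highest replicate inhibition of at least 40%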;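 further: plate controls were DMSO neutral control wells for no effect and unlabeled competitor peptide control wells for full effect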
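System: tagged CAL PDZ domain. Schedule: 1 h room-temperature incubation prior to read. Signal: fluorescence polarization (mP). Measure: percent inhibition from loss of millipolarization.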
E coli growth – counter-screen for AddAB inhibitors: E. coli growth inhibition | actives 0.27% (n = 330,000) | AID 449728 | inhibition, % at 11.9 µM | E. coli V3065 growth, OD600 absorbance, 18 h;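 active means inhibition above the campaign's mean inhibition across all tested compounds plus 3 SD, cut at about 9.9% in these data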;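 further: uninfected addAB+ strain grown without phage in ampicillin broth; 0% = DMSO wells and 100% = ciprofloxacin 0.95 µg/ml wells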
Tat export inh – E. coli Tat transport inhibition | E. coli MC4100 TorA-mCherry Tat export, fluorescence | inhibition, % at 10 µM | actives 0.036% (n = 340,000) | AID 488895;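 active means mean replicate inhibition at least 50% and at least half of replicates individually reaching 50%; inconclusive means only one of the two criteria met; inactive means neither criterion met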;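 further: exported cargo escapes ClpAP degradation while cytoplasmic cargo is degraded and loses fluorescence; 0% = median of neutral control wells and 100% = median of NaSCN control wells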
phage Ecoli inh – E. coli growth loss with phage present; growth absorbance; inhibition, % at 11.9 µM; actives 0.26% (n = 360,000); AID 651602; in the data active means inhibition above about 11%
* = called active by the depositor; ? = inconclusive; / = no result given.

SMILES	PfHsp90 set2	Rtt109 Vps75	Wnt bcat act	PvdQ acylase	DAGLB inh	AddAB inh	CAL PDZ inh	E coli growth	Tat export inh	phage Ecoli inh
OCCCc1cn(CC2CCCCC2)nn1	10	0	3	-14	-2	4.1	0.0	2.1	-6	2.5
O=C(Nc1ccc(F)cc1)Nc1ccc2ccccc2n1	37	3	10	-10	-1	0.8	-0.5	-0.3	-7	0.9
O=C(NCCC1=CCCCC1)C1CC(=O)N(C2CCCCC2)C1 (configuration not stated)	26	3	/	-2	2	0.4	0.0	-3.0	-3	0.2
COc1cccc(-c2nnc(NC(=O)c3ccccc3Br)o2)c1	-15	-1	0	-9	0	0.5	0.0	-5.0	5	-2.4
O=C(CS(=O)(=O)c1ccc2ccccc2c1)Nc1ccccc1Cl	-1	-2	-2	-7	0	1.5	0.9	1.8	1	2.6
COn1c(=O)c(-c2ccc(F)cc2)[n+]([O-])c2ccccc21	21	4	2	-8	3	1.8	2.2	4.1	-30	1.8
NC(=O)c1oc2ccc(Cl)cc2c1NC(=O)CN1CCOCC1	16	1	/	-16	0	-1.1	-1.8	5.1	3	1.2
O=C(CNC(=O)C12CC3CC(CC(C3)C1)C2)N1CCN(S(=O)(=O)c2cccs2)CC1	6	-5	-2	-6	-3	3.0	0.6	-0.3	-1	2.4
CCOc1ccc(CCNC(=O)COC(=O)COc2ccc(C(C)=O)cc2)cc1OCC	-10	27	-1	9	-1	2.1	-2.7	0.3	1	3.7
O=C(NCc1ccco1)C1CC(c2c(Cl)cccc2Cl)=NO1 (configuration not stated)	0	-6	4	-7	-2	2.1	-0.6	-1.9	-10	-1.2
Cc1cc(NC(=O)CSc2nnc(-c3ccoc3C)o2)no1	-8	3	/	-7	1	-2.4	-0.1	-2.2	-9	-0.5
CC1CCN(CC(=O)Nc2ccc3c(c2)OCO3)CC1	-2	-7	1	-21	1	/	0.0	/	-2	1.2
Cc1ccnc(NC(=O)c2cccc(S(=O)(=O)Nc3ccc(C)cc3C)c2)c1	-23	-4	-4	6	-2	1.3	0.8	0.9	4	-0.3
CCCCOc1ccc(/C=N/Nc2cc(N3CCOCC3)nc(C)n2)cc1	1	-3	-2	-4	-1	2.9	-0.3	0.6	11	0.8
COc1cc(C(=O)N2CCCC(c3nc(-c4cccs4)no3)C2)cc(OC)c1OC (configuration not stated)	/	18	/	16	0	1.4	-1.7	-0.2	5	3.9
Cc1cccc(CN2C(=O)NC(c3ccccc3)(c3ccccc3)C2=O)c1	-42	9	-3	-10	-2	3.7	0.1	0.9	7	2.3
N#Cc1c(-c2ccc(Br)cc2)cc(-c2cccnc2)nc1N	-6	7	-2	12	-1	1.3	0.0	-2.9	-7	5.0
Cc1cc(C)nc(Sc2c(C)n[nH]c2C)n1	-31	/	-2	-7	3	0.9	-2.8	0.7	1	-0.2
O=C(CCN1C(=O)c2ccccc2S1(=O)=O)Nc1ccc(F)c([N+](=O)[O-])c1	11	-18	1	-8	1	2.5	-3.4	-2.2	-2	0.1
Cc1ccccc1OCCCN1CCOCC1	-2	-2	1	-10	2	/	-0.6	/	-2	0.5

4 compounds from above, limited to DAGLB inh and Wnt bcat act.
mol,DAGLB inh,Wnt bcat act
O=C(CNC(=O)C12CC3CC(CC(C3)C1)C2)N1CCN(S(=O)(=O)c2cccs2)CC1,-3,-2
CCCCOc1ccc(/C=N/Nc2cc(N3CCOCC3)nc(C)n2)cc1,-1,-2
Cc1cccc(CN2C(=O)NC(c3ccccc3)(c3ccccc3)C2=O)c1,-2,-3
COn1c(=O)c(-c2ccc(F)cc2)[n+]([O-])c2ccccc21,3,2

New compounds follow:
SMILES	PfHsp90 set2	Rtt109 Vps75	Wnt bcat act	PvdQ acylase	DAGLB inh	AddAB inh	CAL PDZ inh	E coli growth	Tat export inh	phage Ecoli inh
COC(=O)C1=C(C(=O)OC)[C@@H]2Nc3ccccc3[C@@]23C[C@@H](C(=O)OC)N(C(=O)CC(C)C)C3=N1	-9	16	-1	23	-7	2.4	0.1	-1.9	0	1.2
Cc1ccc(C(=O)Nc2ccc3cn[nH]c3c2)cc1S(=O)(=O)N1CCOCC1	-7	-4	15	-2	3	-0.9	-3.0	-1.5	3	4.0
O=C(NCc1ccc(F)cc1)c1c2c(nc3ccccc13)CCN(Cc1ccccc1)C2	-18	-5	-4	-8	4	3.3	-1.6	-0.2	-1	0.4
CCOc1ccc(Cc2n[nH]c(=S)n2Cc2ccccc2)cc1	4	0	-3	-17	4	-0.3	-2.1	-0.6	2	2.4
Cn1nnnc1SCC(=O)c1c(N)n(C)c(=O)n(C)c1=O	2	-6	0	-14	-2	3.6	-0.8	-0.4	-1	3.2
COC(=O)c1ccc(CSc2n[nH]c(=S)s2)o1	25	-6	-4	-16	3	0.7	0.1	-1.6	-1	2.4
CCOCCCNC(=S)N1CCCN(c2nc3cc(C)cc(C)c3cc2C#N)CC1	-62	-8	-4	-9	2	3.1	-0.5	-0.1	2	1.6
COc1ccc(Cl)cc1NC(=O)COC(=O)CNC(=O)c1ccc([N+](=O)[O-])c(C)c1	-6	-4	/	-10	-1	1.6	-0.1	1.2	0	1.2
O=c1c2c([nH]c3ccccc13)CCCCC2	15	13	0	-12	0	8.8	-0.6	7.9	2	4.4
COc1ccccc1CNC(=O)CCNC(=O)Cn1ccc2ccccc2c1=O	/	-5	/	-11	1	0.8	-3.2	1.1	6	-0.6
COc1ccccc1-c1sc2ccccc2c1-c1ccc(OCCN2CCOCC2)cc1	-8	1	-7	-10	-4	-1.9	-0.8	-2.7	-3	2.3
CCC1CN(C(=O)N2CCC(C(=O)NCc3ccc(OC)cc3OC)CC2)c2ccccc2O1 (configuration not stated)	14	0	-2	-23	-1	5.0	-2.3	-3.4	7	0.3
Cc1c(O)ccc2cc(S(=O)(=O)c3ccccc3)c(=O)oc12	1	10	?	-16	-5	-1.1	-0.4	0.7	0	2.5
CCOC(=O)Cc1csc(NC(=O)c2csc(C)c2)n1	-19	-26	/	-13	-6	0.2	-1.1	-0.3	-5	2.4
COc1ccc(CC(=O)Nc2ccc(F)c(S(=O)(=O)N3CCOCC3)c2)cc1	5	0	1	-1	-2	/	-1.4	/	-3	3.8
CCC(CC)c1ncc[nH]1	1	1	0	-8	1	0.8	-1.0	0.9	1	3.6
CC(=O)C[C@@H](O)CC(=O)[C@@H]1OC(=O)[C@H](C)CCCCc2ccccc21	-12	0	0	2	-4	4.5	-1.8	-1.4	-11	3.4
COc1cc(/C=N/Nc2cc(C)nc(N)n2)ccc1O	-16	-2	9	-16	1	3.0	0.5	2.8	1	4.5
CCOC(=O)n1n[n+]([O-])c2ccccc21	-14	1	/	-10	-1	4.0	-1.9	1.5	-1	2.6
O=C(NCCN1CCN(c2ccccc2)CC1)c1ccc(NC(=O)C2CCCO2)cc1 (configuration not stated)	/	8	/	-5	1	2.7	/	-0.1	13	-1.1
O=[N+]([O-])c1cc(C(F)(F)F)ccc1Sc1nccn1Cc1ccccc1	-9	5	-5	-4	-1	-0.8	-1.5	1.2	11	-0.2
Cc1cccc(-c2ncc(CN3CCCC(CO)(Cc4ccccc4C)C3)cn2)c1 (configuration not stated)	-40	/	-11	-14	-6	0.0	-0.9	1.2	-1	3.5
CCOc1ccccc1NC(=O)CCN(c1ccc(C)cc1)S(=O)(=O)c1ccccc1	9	5	/	-7	-6	-0.8	-0.5	-1.1	8	3.4
Cc1ccc(OCCCCn2ccnc2)c(Cl)c1	-11	3	12	-9	3	0.1	-3.6	0.2	7	1.6
Cc1ccccc1Cc1c(C)nc2nc(SCC(=O)NCCCN3CCCCC3)nn2c1C	10	8	/	4	-3	2.2	-0.7	-1.6	-6	/
Cc1ccsc1C(=O)NCc1ccc(F)cc1	-17	-5	2	10	-2	0.6	-3.6	-0.9	4	4.4
Cc1ccccc1N1CCN(C2CCCN(C(=O)c3ccsc3)C2)CC1 (configuration not stated)	-13	-9	1	10	2	/	1.5	/	-11	3.1
COc1ccccc1NC(=O)N(Cc1cccs1)Cc1cc2cc3c(cc2[nH]c1=O)OCO3	-4	-1	-2	-11	4	1.0	-0.1	-1.7	5	1.2
N#C/C(=C\c1ccc(OCc2ccc(C(=O)O)cc2)cc1)C(=O)NCc1ccccc1	-2	-6	1	6	0	-3.1	-0.2	-1.9	4	0.9
Fc1ccc(CNC(=S)Nc2ccccc2Cl)cc1	-10	-9	/	-10	-1	2.8	-1.7	2.0	2	-1.0
Cc1cnc(NC(=O)CSc2nnc3ncccn23)s1	-2	-4	-1	-6	1	2.5	-1.7	0.4	0	-1.2
COc1ccc(C2=NN(CCC(=O)NCc3ccc4c(c3)OCO4)C(=O)CC2)cc1	3	4	/	4	2	4.5	-0.1	-0.3	18	2.8
CCC(C)NC(=O)C(NS(=O)(=O)c1ccc2c(c1)c(=O)n(C)c(=O)n2C)c1ccccc1 (configuration not stated)	12	-13	-2	3	1	2.0	-1.7	2.3	-3	2.8
O=C(CC1SC(N2CCOCC2)=NC1=O)Nc1cccc(C(F)(F)F)c1 (configuration not stated)	4	-25	-1	-12	1	2.8	-1.0	1.0	1	1.4
CCCCC(=O)NC1(C(F)(F)F)C(=O)N(Cc2ccco2)C(C)=C1C(=O)OC (configuration not stated)	-5	/	/	6	0	-0.3	-0.7	-0.9	2	0.9
Cc1ccc(Cn2ccc(NC(=O)c3noc4c3CCCCC4)n2)cc1	3	0	/	-3	-6	0.3	/	0.9	-1	-0.5
Cc1nc(N)nc(N)c1Oc1ccc(Cl)cc1	/	11	-3	4	-4	/	-0.4	/	-2	4.5
NC(=O)COC(=O)c1ccc(S(=O)(=O)NCc2ccco2)cc1	-32	-7	2	-17	2	1.9	-0.8	0.5	4	0.6
COCCCNC(=O)Cn1cnc2c(OCc3ccccc3)ncnc21	1	1	-2	8	-1	2.7	0.0	0.7	0	1.2
O=C(NCCN1C(=O)S/C(=C\c2ccc(Cl)c(Cl)c2)C1=O)c1ccc2c(c1)C(=O)N(Cc1ccncc1)C2=O	-78	-14	-1	14	-1	-0.2	-1.1	-1.0	-7	2.5
O=C(Cc1cccs1)NCc1ccccc1Br	6	1	11	-15	-3	-0.1	-3.2	-1.1	-3	1.2
O=C(/C=C/c1ccccc1[N+](=O)[O-])OCC(=O)c1ccccc1	24	2	-2	-3	-4	2.0	-0.4	2.5	-6	2.9
CC(=O)NCCc1nc2cc(NC(=O)c3cccs3)ccc2n1C	-15	2	-1	-20	0	-1.3	16	-2.2	-3	-0.4
COc1ccc(/C=C/C(=O)OCC(=O)Nc2cc(S(=O)(=O)N(C)C)ccc2Cl)cc1	-6	-15	-1	-15	3	3.6	-1.4	2.3	-7	1.6
O=C(Nc1cccc(S(=O)(=O)NC2=NCCC2)c1)c1ccccc1F	1	-9	0	-4	-1	0.3	0.2	-0.8	3	-0.5
CC1O[C@@H](O[C@H](C)CC[C@@H](C)O[C@H]2OC(C)[C@@H](O)C[C@H]2O)C(O)C[C@H]1O (some centres not stated)	5	-6	-1	-15	0	1.3	0.2	-0.8	-5	-1.1
COCC(=O)Nc1c(C(=O)N2CCCC2)oc2ccccc12	3	/	1	-2	-3	2.2	-4.2	-4.0	3	3.6
